Screening results from PubChem.
CRFBP-R2 block = antagonists of CRF-BP/CRF-R2 complex, primary screen, cell-based, HEK293, calcium dye fluorescence, uHTS; CRF-induced calcium fluorescence; inhibition, % at 11.8 µM; 0.59% of 350,000 active; AID 588475, 2011;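 active means inhibition of the ligand-induced calcium signal above about 50% at the single tested concentration, limit read from the data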
CRFR2-BP ag = agonists of CRF-BP/CRF-R2 complex, primary screen, cell-based, HEK293, calcium dye fluorescence, uHTS. CRF-binding protein / CRF receptor 2 complex (human). calcium dye fluorescence (FLIPR); percent of saturating CRF peptide response. activation, % at 13.2 µM. 0.46% of 350,000 active;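 active means activation of at least 50%, plus an integration ratio under a set limit after plate pattern correction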;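 further: plate controls were neutral control wells without compound for no effect and CRF at EC100 for full effect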
M4 PAM = human M4 muscarinic receptor positive allosteric modulators, primary screen, CHO-K1 cells, Fluo-8 calcium fluorescence | CHO-K1 hM4/Gqi5, ACh EC20; 0% = ACh EC20, 100% = maximal ACh | 0.4% of 360,000 active | Muscarinic acetylcholine receptor M4 (Homo sapiens), P08173 | activation, % at 3 µM;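 active means activation above its plate's cutoff, the mean activation of sample wells plus 3 SD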; further: some results filed as inactive read as strong as hits
IDE cell activ = human IDE activators in live cells, primary screen, fluorescence polarization, HEK cells, FAbeta-B substrate; AID 493087, 2011; 0.073% of 340,000 active; FAbeta-B cleavage; 0% vehicle, 100% cell-free pure enzyme wells; Insulin-degrading enzyme (Homo sapiens), P14735; activation, % at 5.96 µM;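 active means activation above the mean of all tested compounds plus 3 SD, set per screening campaign, cut at about 17% in these data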
pCIP destab = p/CIP-EGFP fusion destabilizers, primary screen, fluorescence, F442A cells; AID 1984, 2009; Q05BA5; 0.01% of 290,000 active; 16 h; decrease of EGFP signal, % at 10 µM;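 active means EGFP signal decrease of at least 30% at 10 µM or well 3 SD below plate mean, unless failing retest; inactive means the rest, including hits failing retest or dose response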; further: some compounds called inactive have numbers as strong as hits; many of its hits are not listed in these tables
GalR3 antagonist = GalR3 antagonists in HEK293 cells, primary screen, cell-based, fluorescence readout; Galanin receptor type 3 (Homo sapiens), O60755; HEK293 GalR3-CNG cAMP membrane potential fluorescence; galR3 body fused to GalR1 C-terminus; inhibition, % at 3 µM; 0.44% of 360,000 active;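 active means inhibition above the screen-wide average plus 3 SD, cut at about 13% in these data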;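 further: forskolin and galanin both at EC90 stimulate the cells; cAMP rise reported by CNG channel membrane potential dye signal; 0% = forskolin plus galanin with DMSO and 100% = forskolin alone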
IDE inh = human IDE inhibitors in live cells, primary screen, fluorescence polarization, HEK cells, FAbetaB substrate; AID 434962, 2010; 0.41% of 320,000 active; inhibition, % at 5.59 µM; FAbetaB cleavage;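 active means percent inhibition above the average of all tested compounds plus 3 SD, set per screening campaign, cut at about 16% in these data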;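 further: IDE supplied by intact live HEK cells; FP after avidin binding of uncleaved biotin substrate so inhibition keeps polarization high; 0% = DMSO wells and 100% = 60 µM reference IDE inhibitor Ii1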
MEKK3 PB1 HTS = modulators of MEKK3-MEK5 PB1 binding, primary screen, biochemical, wildtype MEKK3, multiplex bead flow cytometry, Alexa488-MEK5 | Mitogen-activated protein kinase kinase kinase 3 (Homo sapiens), Q99759 | bead-based flow cytometry, Alexa488-MEK5 binding to MEKK3; actives lie on both sides; 0 = blocked by unlabeled MEK5, 100 = vehicle | binding response (% of control), % at 10 µM | 1.4% of 290,000 active;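 active means binding response more than 3 SD above or below the average of its plate-row segment, actives on both sides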;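 further: Alexa488 bead fluorescence after subtracting the streptavidin-only scavenger bead signal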
Target sequence (Q99759 whole entry, looked up): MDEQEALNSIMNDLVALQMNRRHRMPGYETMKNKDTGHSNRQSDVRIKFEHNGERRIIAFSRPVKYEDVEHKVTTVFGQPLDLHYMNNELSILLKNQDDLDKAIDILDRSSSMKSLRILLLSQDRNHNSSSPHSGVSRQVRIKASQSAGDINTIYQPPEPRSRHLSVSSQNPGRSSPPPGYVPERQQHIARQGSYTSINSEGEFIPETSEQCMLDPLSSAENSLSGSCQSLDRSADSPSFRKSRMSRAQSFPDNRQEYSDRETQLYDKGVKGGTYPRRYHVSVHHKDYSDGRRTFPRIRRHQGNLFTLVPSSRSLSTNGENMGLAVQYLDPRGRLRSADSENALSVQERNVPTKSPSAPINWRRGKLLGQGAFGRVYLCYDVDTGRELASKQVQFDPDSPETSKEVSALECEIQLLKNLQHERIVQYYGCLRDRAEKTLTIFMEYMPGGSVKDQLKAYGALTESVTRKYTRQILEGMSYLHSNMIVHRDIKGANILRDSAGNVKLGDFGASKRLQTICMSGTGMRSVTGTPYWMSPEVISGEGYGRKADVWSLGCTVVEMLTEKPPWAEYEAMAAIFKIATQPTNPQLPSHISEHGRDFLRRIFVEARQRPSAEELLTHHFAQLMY
PHOSPHO1 inh = PubChem AID 1565; Phosphoethanolamine/phosphocholine phosphatase (Homo sapiens), Q8TCT1; recombinant PHOSPHO1, absorbance phosphatase assay; inhibition, % at 13.3 µM; 1.1% of 290,000 active; in the data active means inhibition above about 60%
Target sequence (Q8TCT1 whole entry, looked up): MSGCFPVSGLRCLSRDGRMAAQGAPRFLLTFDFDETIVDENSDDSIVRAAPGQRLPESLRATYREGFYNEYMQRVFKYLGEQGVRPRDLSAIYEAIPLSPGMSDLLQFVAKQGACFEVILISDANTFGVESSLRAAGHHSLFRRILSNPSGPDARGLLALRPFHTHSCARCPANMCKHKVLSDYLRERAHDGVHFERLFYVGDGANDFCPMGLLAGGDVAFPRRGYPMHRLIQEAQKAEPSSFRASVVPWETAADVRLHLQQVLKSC
Active calls of the source: *; · = no result given. Not a hit list; overall some 4.2% were active at least once.

SMILES | CRFBP-R2 block | CRFR2-BP ag | M4 PAM | IDE cell activ | pCIP destab | GalR3 antagonist | IDE inh | MEKK3 PB1 HTS | PHOSPHO1 inh
O=C(NCc1ccccc1)c1ccc(N2CCC3(CC2)CC(c2ccccc2)=NO3)c([N+](=O)[O-])c1 | 11 | 0.7 | 3 | 2 | -7 | -5 | 1 | 100 | 10
Cc1ccc(C)c(S(=O)(=O)NCc2ccc(C(=O)NCc3ccco3)cc2)c1 | 2 | 0.6 | -1 | 5 | -18 | -3 | 1 | 108 | 7
Cc1cc2n(n1)C(c1ccc3c(c1)OCO3)Nc1c(C)cccc1-2 (stereo unspecified) | -11 | 0.0 | -1 | 4 | -7 | -5 | -1 | 100 | -14
c1ccc2c(Cn3ccnc3)cccc2c1 | 1 | -1.5 | 0 | 9 | -6 | -8 | -6 | 101 | ·
Cc1cc(=O)[nH]c(NCc2ccc(Cl)cc2)n1 | 15 | -2.4 | 1 | 4 | -10 | 3 | 3 | 106 | 8
CN(Cc1ccccc1NC(=O)c1ccc(S(=O)(=O)N(C)C)cc1)C1CCCCC1 | · | · | · | · | 1 | · | 1 | 106 | 28
Cc1ccc(S(=O)(=O)N2CCN(C(=O)COc3ccc(NC(=O)c4ccco4)cc3)CC2)cc1 | -1 | -2.1 | 2 | 3 | -9 | 4 | 4 | 93 | 3
O=C(NCc1ccc2c(c1)OCO2)NC1CCCCC1 | -7 | -1.1 | 10 | 3 | 3 | 0 | 4 | 104 | 31
O=C(Nc1ccc2ncccc2c1)Nc1ccc2ncccc2c1 | -14 | -0.5 | 2 | 1 | -9 | -6 | -2 | 106 | 40
CC[n+]1c(-c2ccccc2)csc1Nc1c(C)n(C)n(-c2ccccc2)c1=O | 12 | 0.0 | -11 | 3 | 10 | -4 | 9 | 105 | -6
C/C(CC(=O)NC(C)C)=N\NC(=O)COc1cc(C)c(Br)cc1Br | -12 | 3.7 | -4 | -2 | -15 | -10 | -5 | 102 | 9
Cc1c(C(=O)O)cccc1-n1c(C)cc(C=O)c1C | 6 | 3.7 | 1 | 4 | -10 | -1 | 4 | 100 | -10
CNc1ccc(Br)cc(C(=O)/C=C/c2ccc(OC)cc2)c1=O | 1 | 6.6 | -4 | -3 | -7 | -1 | 3 | 95 | -15
CCCCCCc1c(C)c2ccc(OCC(=O)N3CCC[C@H]3C(=O)O)c(C)c2oc1=O | 17 | 0.7 | 2 | 2 | 3 | -5 | 0 | 101 | 29
Brc1cccc(-c2nnc(-c3ccccc3)o2)c1 | 5 | -1.3 | 5 | -3 | 10 | -4 | 1 | 104 | -25
Cc1ccc(C(=O)N/C(=C\c2ccc(Br)cc2)c2nc(=S)[nH][nH]2)cc1 | 18 | -1.4 | 6 | 3 | -5 | -10 | 1 | 97 | 19
CC(C)(C)S(=O)(=O)Cc1nc(-c2ccc(Cl)c(Cl)c2)cs1 | -6 | 2.1 | -39 | 4 | 3 | -5 | 0 | 93 | 12
O=C1CC(c2ccccc2)NC(=O)N1 (stereo unspecified) | -3 | 1.0 | -2 | 4 | -17 | -3 | 4 | 109 | 11
COC(=O)CN1C(=O)N(c2ccccc2)C(N(O)C(=O)Nc2ccccc2)C1(C)C (stereo unspecified) | 26 | -0.1 | 9 | 6 | -13 | -5 | -7 | · | -4
CC(c1ccccc1)n1c(SCC(=O)N2CC(=O)Nc3ccccc32)nc2ccccc2c1=O (stereo unspecified) | -6 | 1.9 | -5 | -1 | -7 | -3 | -2 | 98 | -6
O=C1OCCC1Sc1nnnn1-c1ccc(Cl)cc1 (stereo unspecified) | 10 | 0.0 | 6 | 5 | -7 | -2 | 6 | 104 | 37
Cc1cccc(C)c1NC(=O)Nc1ccc(S(N)(=O)=O)cc1 | -1 | 0.9 | -6 | -2 | -2 | -10 | 2 | 97 | 39
O=C(O)CNC(=O)c1ccc2c(c1)OCCO2 | 20 | 0.1 | -1 | 2 | -4 | 1 | -3 | 95 | 11
CC(=O)Nc1ccc(NC(=O)C2CCCN(C(=O)c3ccc(Cl)cc3)C2)cc1 (stereo unspecified) | -12 | 1.5 | 1 | 2 | -10 | 0 | 0 | 100 | 0
Cn1c(=O)c2c(ncn2CC(=O)OCC(=O)Nc2ccc(F)cc2Cl)n(C)c1=O | -2 | -0.1 | -2 | 4 | · | -1 | 5 | · | ·
Cc1ccc(NC(=O)Cn2nc(-c3ccccc3)nc2-c2ccccc2)c(C)c1 | -10 | -2.3 | 3 | 2 | -6 | -1 | -5 | 150* | -4
O=C(CCCCCl)Nc1c2c(nc3ccccc13)CCC2 | -10 | 0.7 | -2 | 0 | 1 | -11 | 3 | 107 | 14
COc1ccc(C(=O)OCC(=O)c2c(N)n(C)c(=O)n(C)c2=O)c(OC)c1OC | 7 | 0.6 | 3 | 5 | · | -3 | -1 | · | ·
COc1ccc(CCc2nnc(CCC(=O)NCc3ccc4ncccc4c3)o2)cc1 | 6 | -2.6 | -2 | -2 | -10 | 5 | -1 | 98 | -7
CCn1c(=O)c2cc(C(=O)NCCCOC)sc2c2ccccc21 | -11 | -1.9 | 1 | -1 | 7 | -11 | -1 | 102 | 9
COc1ccccc1OC(C)C(=O)N1CCc2ccccc21 (stereo unspecified) | 6 | -0.9 | -7 | 3 | · | -2 | -4 | · | ·
CN(C)Cc1c(O)ccc2oc(Cc3ccccc3)cc12 | -10 | 0.9 | 1 | 7 | 6 | -12 | 2 | 101 | 10
CN(CC(=O)Nc1ccc(F)cc1)C(=O)CN1C(=O)NC(CCc2ccccc2)C1=O (stereo unspecified) | 3 | 1.0 | 3 | · | · | -5 | · | · | ·
C[C@@H](Nc1nc(-c2ccccc2)nc2c1oc1ccccc12)C(=O)O | 15 | -1.7 | 2 | 1 | -1 | 2 | 3 | 101 | 17
CCCc1c(C(=O)N/N=C(\C)c2ccc3c(c2)OCO3)nnn1-c1nonc1N | -3 | 1.3 | 5 | · | · | -6 | · | · | ·
C=CCN1C(=O)/C(=c2\sc3nc(=O)c(Cc4ccc(OC)c(OC)c4)nn3c2=O)c2ccccc21 | -3 | 0.3 | -1 | · | 9 | 2 | 5 | 79 | 19
O=C(Nc1cccc(Cl)c1)NC1CCN(C2CCCCC2)C1 (stereo unspecified) | -8 | 0.1 | -7 | -2 | -12 | -10 | 5 | 103 | 24
CCOC(=O)c1ccc(OC(=O)CCCCCN=C(N)N)cc1 | 5 | -1.6 | -7 | 4 | · | · | -4 | 98 | ·
C/C(=N\NC(=O)Cc1ccc(Cl)cc1)c1ccccn1 | 8 | -1.1 | 11 | -1 | -26 | -1 | 0 | · | 32
O=C1C=C(c2c(O)ccc3ccccc23)c2ccccc2C1=O | -9 | -6.0 | -7 | -12 | · | 23* | · | · | ·
COc1ccc(C(=O)OCCNC(=O)c2ccncc2)cc1OC | 3 | -1.1 | 2 | -2 | -7 | -2 | -4 | 104 | -10
Cc1cc(C)c(C)c(OCCCCn2cnc3ccccc3c2=O)c1 | -5 | -0.4 | 5 | 4 | 5 | -5 | 4 | 104 | 2
Cc1ccccc1-c1noc(-c2ccc(O)cc2)n1 | 1 | -1.0 | 16 | 7 | -7 | 5 | -2 | 100 | -6
COc1ccc(N=Nc2ccc(N)nc2N)cc1 | 12 | -1.4 | -7 | -1 | -6 | -13 | 0 | 92 | 29
COc1ccc(CNC(=O)CCCC(=O)n2nc(C)c3ccccc32)cc1 | 5 | -0.7 | 2 | 5 | 3 | 0 | 2 | 101 | -22
Cc1cc(OC(=O)c2c(C)cc(OC(=O)c3c(C)cc(O)cc3O)cc2O)cc(O)c1C(=O)O | 14 | 1.9 | -5 | 1 | · | 2 | -5 | 104 | ·
COC(=O)CNc1nc(-c2ccncc2)nc2ccccc12 | 1 | 0.6 | -2 | -8 | -4 | -2 | -2 | · | 21
Cc1[nH]c2ccccc2c1SCC(=O)N1CCC(C)CC1 | 8 | -0.4 | -3 | 2 | 3 | -5 | 4 | 113 | -10
S=C(NCC1CCCO1)Nc1ccccc1 (stereo unspecified) | 13 | 0.7 | 7 | 2 | -9 | -3 | 1 | 73 | -25
Cc1ccc2c(C)c(C(=O)N3CCCC(C(N)=O)C3)oc2c1C (stereo unspecified) | -6 | -2.6 | 1 | 7 | -6 | 0 | · | 102 | ·

Some of the entries above in another layout.
Each structure is followed by: CRFBP-R2 block | CRFR2-BP ag | M4 PAM | IDE cell activ | pCIP destab | GalR3 antagonist | IDE inh | MEKK3 PB1 HTS | PHOSPHO1 inh
> COc1ccc(CCc2nnc(CCC(=O)NCc3ccc4ncccc4c3)o2)cc1
  6 | -2.6 | -2 | -2 | -10 | 5 | -1 | 98 | -7
> CCn1c(=O)c2cc(C(=O)NCCCOC)sc2c2ccccc21
  -11 | -1.9 | 1 | -1 | 7 | -11 | -1 | 102 | 9
> COc1ccccc1OC(C)C(=O)N1CCc2ccccc21 (stereo unspecified)
  6 | -0.9 | -7 | 3 | · | -2 | -4 | · | ·
> CN(C)Cc1c(O)ccc2oc(Cc3ccccc3)cc12
  -10 | 0.9 | 1 | 7 | 6 | -12 | 2 | 101 | 10
> CN(CC(=O)Nc1ccc(F)cc1)C(=O)CN1C(=O)NC(CCc2ccccc2)C1=O (stereo unspecified)
  3 | 1.0 | 3 | · | · | -5 | · | · | ·

Further entries follow:
SMILES | CRFBP-R2 block | CRFR2-BP ag | M4 PAM | IDE cell activ | pCIP destab | GalR3 antagonist | IDE inh | MEKK3 PB1 HTS | PHOSPHO1 inh
O=C1CNC(=S)N1CCCc1ccccc1 | 3 | 0.5 | -1 | -3 | -2 | · | 5 | 102 | 42
COc1ccc(NC(=O)CN(c2cc(C)cc(C)c2)S(=O)(=O)c2c(C)n[nH]c2C)cc1 | -1 | 2.0 | 3 | 4 | -9 | 2 | 6 | 110 | -1
O=C(Nc1ccc(Cc2ccncc2)cc1)c1cccs1 | 2 | -2.1 | 3 | 1 | 0 | -5 | 8 | 102 | 21
COc1ccc(C(C(=O)NC2CCCC2)N(CC2CCCO2)C(=O)Cn2nnc(-c3ccc(C)o3)n2)cc1 (stereo unspecified) | 10 | 2.1 | 1 | 3 | -12 | 11 | 2 | 94 | 36
COc1ccc(/C=C/C(=O)OCC(=O)NCc2cccs2)cc1OC | 2 | -1.3 | 7 | 3 | -4 | 4 | -10 | 95 | 0
O=C(N/C(=C\c1ccc(F)cc1)C(=O)N1CCCCCC1)c1ccccc1 | -29 | -0.1 | 6 | 6 | 6 | -2 | 4 | 99 | -7
CN1CC(c2ccccn2)C2(SC(=S)N(Cc3ccccc3)C2=O)C12C(=O)Nc1ccccc12 (stereo unspecified) | -45 | -1.3 | 5 | -2 | -17 | -4 | 2 | 106 | 28
C=CCn1c(SCC(=O)c2c(N)n(CCC)c(=O)n(C)c2=O)nnc1-c1ccncc1 | 21 | -0.2 | 9 | -2 | 16 | 0 | -5 | 106 | -35
CC(NC1c2ccccc2-c2ccccc21)c1ccccc1 (stereo unspecified) | -3 | 1.1 | 3 | 1 | -5 | -8 | -1 | 101 | 28
Oc1ccc(/C=N/Nc2cc(N3CCCC3)nc(N3CCCC3)n2)cc1 | 1 | -1.9 | 3 | 0 | 9 | -3 | -5 | 120 | -50
